M5 PAM = human M5 muscarinic receptor positive allosteric modulators, primary screen, CHO-K1 cells, Fluo-8 calcium fluorescence; Muscarinic acetylcholine receptor M5 (Homo sapiens), P08912; CHO-K1 hM5, ACh EC20 PAM; 0% = ACh EC20, 100% = ACh EC100; activation, % at 3 µM; hit rate 0.3% among 360,000;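 active means activation above the run cutoff, the mean activation of all test compounds plus 3 SD, cut at about 18% in these data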
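Assay system – human M5 receptor in CHO-K1 cells · Read-out – % activation, ACh-normalized · Technique – Fluo-8 calcium fluorescence · Dosing – single-point, 3 µM nominal · Incubation – Fluo-8 loading 80 min at 37 °C plus 30 min room temperature · Repeats – singlicate, one well per test compound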
CHRM4 agonist = human M4 muscarinic receptor agonists, primary screen, CHO-K1 cells, Fluo-8 calcium fluorescence; Muscarinic acetylcholine receptor M4 (Homo sapiens), P08173; CHO-K1 hM4/Gqi5; vehicle 0%, full acetylcholine response 100%; activation, % at 3 µM; hit rate 0.14% among 360,000; AID 624127, 2012;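 active means activation above the run mean over all test wells plus 3 SD, cut at about 32% in these data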;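 further: peak over basal fluorescence ratio per well then scaled between controls; 0% = DMSO wells and 100% = acetylcholine at EC100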
CHRM1 PAM = human M1 muscarinic receptor positive allosteric modulators, primary screen, CHO-K1 cells, Fluo-8 calcium fluorescence, 1536-well; Muscarinic acetylcholine receptor M1 (Homo sapiens), P11229; CHO-K1 hM1, ACh EC20; 0% = ACh EC20, 100% = maximal ACh; activation, % at 3 µM; hit rate 0.088% among 360,000; in the data active means activation above about 19%, passing the limit was not always enough
Target sequence (P11229 whole entry, looked up): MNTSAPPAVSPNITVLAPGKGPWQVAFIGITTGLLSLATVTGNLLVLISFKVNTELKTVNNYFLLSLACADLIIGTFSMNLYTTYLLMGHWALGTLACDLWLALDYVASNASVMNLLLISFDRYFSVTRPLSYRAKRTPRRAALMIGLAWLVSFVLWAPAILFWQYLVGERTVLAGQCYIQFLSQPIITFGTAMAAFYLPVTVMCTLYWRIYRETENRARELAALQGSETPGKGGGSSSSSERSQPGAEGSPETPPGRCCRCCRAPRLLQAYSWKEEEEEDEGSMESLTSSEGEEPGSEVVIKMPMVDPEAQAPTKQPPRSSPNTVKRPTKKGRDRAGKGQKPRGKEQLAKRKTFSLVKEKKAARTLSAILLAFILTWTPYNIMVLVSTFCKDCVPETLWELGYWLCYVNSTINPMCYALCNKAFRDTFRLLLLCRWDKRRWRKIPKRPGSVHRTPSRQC
CHRM1 agonist = human M1 muscarinic receptor agonists, primary screen, Fluo-8 calcium fluorescence, CHO-K1 cells, HTS; Muscarinic acetylcholine receptor M1 (Homo sapiens), P11229; CHO-K1 hM1, agonist mode; 0% DMSO, 100% acetylcholine EC100; activation, % at 3 µM; hit rate 0.33% among 360,000; AID 588814, 2011;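 active means activation above the run's mean compound activation plus 3 SD, cut at about 16% in these data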;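 further: peak over basal fluorescence ratio within a 140 s kinetic read after compound addition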
M5 ag = human M5 muscarinic receptor agonists, primary screen, CHO-K1 cells, Fluo-8 calcium fluorescence. Muscarinic acetylcholine receptor M5 (Homo sapiens), P08912. hit rate 0.19% among 360,000. activation, % at 3 µM. AID 624037, 2012. CHO-K1 hM5 cells; 0% DMSO wells, 100% maximal acetylcholine response;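 active means activation above the run's mean over test compounds plus 3 SD, cut at about 23% in these data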;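 further: signal is peak over basal fluorescence ratio across the kinetic read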
CHRM4 antagonist = human M4 muscarinic receptor antagonists, primary screen, CHO cells, Fluo-8 calcium fluorescence. CHO-hM4 cells, ACh EC80. Muscarinic acetylcholine receptor M4 (Homo sapiens), P08173. inhibition, % at 3 µM. hit rate 0.73% among 360,000;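 active means inhibition above its plate's cutoff, the mean inhibition of sample wells plus 3 SD, cut at about 27% in these data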;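 further: 0% = acetylcholine EC80 with DMSO and 100% = DMSO without agonist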
M1 antag = human M1 muscarinic receptor antagonists, primary screen, CHO-K1 cells, Fluo-8 calcium fluorescence, 1536-well; inhibition, % at 3 µM; AID 588852, 2011; hit rate 1.3% among 360,000; CHO-K1 hM1, ACh EC80 antagonist; Muscarinic acetylcholine receptor M1 (Homo sapiens), P11229;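 active means percent inhibition above its own plate's cutoff, namely the mean of that plate's compound wells plus 3 SD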;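 further: peak over basal fluorescence ratio during 140 s after agonist addition; 0% = ACh EC80 plus DMSO and 100% = DMSO alone without agonist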
M5 antag = human M5 muscarinic receptor antagonists, primary screen, CHO cells, Fluo-8 calcium fluorescence. Muscarinic acetylcholine receptor M5 (Homo sapiens), P08912. CHO-hM5 cells, ACh EC80. inhibition, % at 3 µM. hit rate 0.59% among 360,000. AID 624040, 2012;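 active means inhibition above a per-plate cutoff, the mean of that plate's test compounds plus 3 SD, cut at about 27% in these data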;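 further: 0% = acetylcholine EC80 with DMSO and 100% = DMSO without agonist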
TAAR1 ag = human TAAR1 agonists, primary screen, Fluo-8 calcium fluorescence, CHO RD-HGA16 cells | vehicle wells 0%, saturating PEA agonist 100% | activation, % at 3 µM | hit rate 0.99% among 360,000 | AID 624467, 2012;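 active means activation above the mean activation of all test compounds in the run plus 3 SD, cut at about 38% in these data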
Target sequence (Q96RJ0 whole entry, looked up): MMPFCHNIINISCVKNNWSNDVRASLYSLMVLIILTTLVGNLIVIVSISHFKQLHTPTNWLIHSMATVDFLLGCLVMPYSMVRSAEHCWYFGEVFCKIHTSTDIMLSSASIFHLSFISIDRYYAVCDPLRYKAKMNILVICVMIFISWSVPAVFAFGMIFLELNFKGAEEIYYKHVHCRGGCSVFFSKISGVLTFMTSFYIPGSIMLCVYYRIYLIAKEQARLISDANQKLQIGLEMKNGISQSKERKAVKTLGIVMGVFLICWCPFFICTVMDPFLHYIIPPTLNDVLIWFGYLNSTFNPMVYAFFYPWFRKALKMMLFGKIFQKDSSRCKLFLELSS
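System: CHO-derived RD-HGA16 cells with stable Gα16 and human TAAR1 / Times: 17-24 h plating, Fluo-8 75 min 37 °C, 30 min RT / Technique: calcium-sensitive Fluo-8 signal, excitation 470-495, emission 515-575 nm / Measure: % activation relative to PEA EC100 response / Benchmarks: DMSO and PEA EC100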
Starred values were filed as active, the others as inactive; . = no result given. These rows are one share of the data; count on the stated rates, not on these rows.

SMILES	M5 PAM	CHRM4 agonist	CHRM1 PAM	CHRM1 agonist	M5 ag	CHRM4 antagonist	M1 antag	M5 antag	TAAR1 ag
Cn1cc(S(=O)(=O)N2CCc3ccccc32)cc1C(=O)NC(C)(C)C	-22	24	-15	4	10	37*	32*	41*	3
Cc1ccccc1OCC(=O)OCC(=O)c1ccc[nH]1	-2	0	8	-1	-1	10	-3	3	-1
OCCN1C2=NCCCN2c2ccccc21	0	1	8	-4	2	-6	-13	7	1
CN(C)CCCN(C(=O)c1cc(-c2cccs2)nc2ccccc12)c1nc2ccc(F)cc2s1	-4	13	-5	1	-4	16	5	6	19
CCNC(=O)c1cccc(NC(=O)C2CC(=O)N(CCc3ccccc3)C2)c1 (stereo unspecified)	-5	1	5	-1	-3	-14	-8	2	0
O=C(N/N=C/C(Cl)=C/c1ccccc1)c1ccco1	-1	2	0	-4	2	1	0	5	2
CNC(=O)CSc1nc2cccnc2n1C1CCCCC1	7	0	11	-5	4	-22	-9	-7	2
COc1ccc(CCNC(=O)c2ccc3c(c2)NC(=O)C(C(C)C)N3)cc1OC (stereo unspecified)	0	7	4	-6	1	-10	-8	-2	6
COCc1cc(OC)nc(-c2csc(C)n2)n1	-13	10	-11	-3	-1	7	23	12	5
CCCNC(=O)COC(=O)c1ccccc1C(=O)c1ccc(Cl)c([N+](=O)[O-])c1	0	1	4	-5	-7	-5	-4	12	-2
COc1ccc(N=C2SC(C(=O)N3CCN(c4ccccc4)CC3)CC(=O)N2C)cc1 (stereo unspecified)	-5	2	0	-3	1	10	-7	7	-2
CCOC(=O)c1ccc(NC(=O)CSc2nnc(CC)o2)cc1	8	3	7	6	1	-6	-9	8	1
O=S(=O)(/N=C(/c1ccc(F)cc1)N1CCCCC1)c1ccc(Cl)cc1	-1	-2	7	-4	-1	1	-7	5	-1
C=CCNC(=O)[C@H]1N2C(=O)c3ccccc3C2SC1(C)C (stereo partly specified)	-4	0	-1	-4	-4	-1	3	12	2
O=C(Cn1nnc(-c2cccc(C(F)(F)F)c2)n1)N1CCCCCC1	2	3	-4	-4	-6	-2	-18	-3	12
CCC(C)[C@H](NS(=O)(=O)c1ccc(C)cc1)C(=O)N1CCC(C(=O)N[C@H](C(=O)O)c2ccccc2)CC1 (stereo partly specified)	-3	1	0	-2	2	3	0	1	1
COc1ccc(-c2coc(CCC(=O)N3CCN(c4cc(C)ccc4C)CC3)n2)cc1	-2	4	-4	-3	1	0	-8	0	0
N#Cc1ccc(OCC(O)CN2CCN(CC(O)COc3ccc(C#N)cc3)CC2)cc1 (stereo unspecified)	-2	3	3	-5	-4	-1	-2	8	3
Cc1cccc(C)c1NC(=O)Nc1ccc(S(N)(=O)=O)cc1	-4	0	-4	-2	-3	10	7	10	4
CCOC(=O)CNC(=O)c1cnn2cccnc12	5	2	0	-2	-2	0	-25	-11	11
COc1ccc(NS(=O)(=O)c2ccc(C)c(C(=O)NCCCN3CCCC3=O)c2)cc1	-7	1	8	0	0	3	-3	5	1
Cc1ccc(-c2csc3nnc(SCC(=O)NCc4ccc5c(c4)OCO5)n23)cc1	-2	2	6	-7	-1	-5	-10	-3	5
CCOC(=O)/C=C/C(=O)Nc1cccc([N+](=O)[O-])c1	-4	0	4	-4	-2	7	-4	5	.
COc1cccc(-c2c(C(=O)N/N=C(\C)c3ccco3)nnn2-c2nonc2N)c1	-3	15	-6	7	4	7	18	3	115*
COCOc1ccc(/C=C2/Oc3cc(OCOC)cc(OCOC)c3C2=O)c(OCOC)c1	-7	0	10	5	3	-8	2	17	.
CN(C)c1cccc(NC(=O)C2(C)Cc3c(-c4cccnc4)ccnc3O2)c1 (stereo unspecified)	0	1	-1	-3	2	-2	-1	1	6
CCOC(=O)C1(Cc2ccccc2)CCCN(Cc2ccncc2)C1 (stereo unspecified)	1	1	3	-4	-1	-4	-3	2	0
COc1ccc(S(=O)(=O)N2CCCCC2)cc1NC(=S)Nc1cccc(Cl)c1C	-6	1	5	-6	-2	6	-8	10	7
Nc1nc(-c2ccccc2)nn1C(=O)c1ccco1	-9	12	-7	0	1	0	16	15	1
COc1cccc(N2C(=O)c3ccncc3C2=O)c1	-6	0	-1	-1	-4	5	5	1	11
CNc1cccc(-c2ccc(C(=O)N3CCOCC3)cc2)n1	-4	-1	10	-2	0	-7	-21	6	2
O=[N+]([O-])c1ccc2nc(-c3ccccc3)oc2c1	8	3	10	-1	2	-3	1	13	-2
CN(c1ccccc1)S(=O)(=O)c1cccc(NC(=O)CCNC(=O)c2ccco2)c1	-5	16	-5	-3	5	4	-5	1	13
O=C(CN1CCN(c2ccccc2F)CC1)Nc1ccccc1F	3	1	5	-2	-5	6	-1	8	2
COc1ccc(/C=C2\SC(=S)N(CCC(=O)Nc3cccc(C(=O)O)c3)C2=O)cc1OC	-6	0	-4	-3	-2	-2	14	12	2
O=C(c1cccc(S(=O)(=O)N2CCOCC2)c1)N(CCc1ccccc1)Cc1ccccc1	-5	19	0	-5	-2	-6	-3	6	8
COc1cc2c(cc1OC)C1Cc3ccc(OC)c(OC)c3CN1CC2 (stereo unspecified)	-2	3	4	-5	1	0	-5	2	20
COc1cccc(Cn2c(N)c(C#N)c3nc4ccccc4nc32)c1OC	-2	7	7	-2	1	12	-1	-1	4
CC(=O)N1CCCC(C(=O)c2ccc(Oc3ccccc3)cc2)C1 (stereo unspecified)	-5	4	7	-7	-3	-2	-8	8	2
O=C(CSC1=NS(=O)(=O)c2ccccc2N1)c1ccccc1	0	1	4	-3	-2	-1	-4	9	1
COc1ccc2c(c1)CC[C@@H]1[C@@H]2CC[C@]2(C)C(=O)CC[C@@H]12	-8	5	-11	-3	0	-4	9	3	2
O=C(CCCN1C(=O)C2C3C=CC(C3)C2C1=O)N1CCN(c2ccccc2)CC1 (stereo unspecified)	-9	2	0	-1	-7	-1	8	0	19
COC(=O)[C@@]12C[C@@H](CC(=O)NCc3ccc(C)o3)C(=O)N(Cc3ccco3)C1=CCC(C)(C)C2	-1	3	.	.	0	-3	.	-6	4
CNC(=O)COC(=O)/C=C/c1nc2ccccc2s1	1	2	2	1	2	-4	2	1	2
CCOC(=O)C1=CN(Cc2cccc(F)c2)S(=O)(=O)N(C)C1c1cccc(OC)c1 (stereo unspecified)	-4	2	3	-6	0	-16	-6	-6	1

Part of the list above, reduced to CHRM4 agonist:
smiles | CHRM4 agonist
CNc1cccc(-c2ccc(C(=O)N3CCOCC3)cc2)n1 | -1
CCC(C)[C@H](NS(=O)(=O)c1ccc(C)cc1)C(=O)N1CCC(C(=O)N[C@H](C(=O)O)c2ccccc2)CC1 (stereo partly specified) | 1
CN(c1ccccc1)S(=O)(=O)c1cccc(NC(=O)CCNC(=O)c2ccco2)c1 | 16
CC(=O)N1CCCC(C(=O)c2ccc(Oc3ccccc3)cc2)C1 (stereo unspecified) | 4

Later entries
SMILES	M5 PAM	CHRM4 agonist	CHRM1 PAM	CHRM1 agonist	M5 ag	CHRM4 antagonist	M1 antag	M5 antag	TAAR1 ag
C=CCOc1ccc2cccc(/C=N/NC(=O)c3cc4cc([N+](=O)[O-])ccc4s3)c2c1	-1	0	10	-3	-1	6	-9	10	5
Cc1ccc(OCC(=O)c2cc(C)n(C3CC3)c2C)c([N+](=O)[O-])n1	-4	0	5	-6	-1	7	-4	2	-2
COc1cc(NC(=O)CN2CCN(c3ccccc3F)CC2)c(C)cc1[N+](=O)[O-]	-3	1	11	-2	2	-4	2	-5	9
O=c1[nH]nc2c3ccccc3occ1-2	-4	0	.	.	2	13	.	9	3
O=C1c2ccccc2S(=O)(=O)N1CC(O)Cn1ccc2ccccc21 (stereo unspecified)	-5	5	0	1	3	7	1	15	4
Cc1ccc(S(=O)(=O)N2CCCC(C(=O)Nc3cccnc3)C2)cc1 (stereo unspecified)	-1	3	1	-4	2	-3	8	-5	16
CC(Sc1nnc(-c2ccccc2Br)n1-c1cccc(C(F)(F)F)c1)C(N)=O (stereo unspecified)	6	1	7	-5	0	0	-9	-7	1
CC(=O)c1c(OC(=O)c2ccco2)c2ccccc2n1C	-3	2	0	-4	0	0	3	2	10
CC(=O)n1cc([C@@H]2C=C(C(=O)N3CCN(Cc4ccc5c(c4)OCO5)CC3)O[C@H](OCc3ccc(CO)cc3)C2)c2ccccc21	-8	16	-7	-4	2	9	16	18	20
O=C1/C(=C2/NCCN2C2CC(=O)N(c3ccccc3)C2=O)CC/C1=C\c1ccccc1 (stereo unspecified)	-13	14	-14	-1	-1	-14	0	15	18
Clc1ccc(Cn2c(-c3cccnc3Cl)nc3ccccc32)c(Cl)c1	-3	7	2	-3	0	4	-7	-1	32
COc1ccccc1OCc1ccc(C(=O)NCCN(C)C)o1	6	1	9	-5	-4	4	-7	-1	7
CCc1ccc(NC2=NC(C(=O)c3ccccc3)CC(=O)N2)cc1 (stereo unspecified)	6	0	4	-3	-2	-7	-23	-12	10
CCCn1c(=N)c(C(=O)NCc2ccc3c(c2)OCO3)cc2c(=O)n3cccc(C)c3nc21	-1	0	-16	-8	-4	4	14	2	5
COCCn1c(SCC(=O)Nc2cc(C)on2)nnc1-c1ccccc1	1	0	16	-4	0	3	-12	10	2
CCN(CC)CCCN=Cc1c(O)n(-c2c(C)cccc2C)c(=O)c2ccccc12	4	0	17	-3	-1	-4	-17	4	2
CS(=O)(=O)N(CC(=O)Nc1ccc2c(c1)OCO2)c1ccc(Cl)cc1	-9	2	5	-3	0	5	-5	6	6
CC(=O)OC1(C(C)=O)CCC2C3CC(Cl)C4=CC(=O)CCC4(C)C3CCC21C (stereo unspecified)	-6	2	3	-2	0	0	-3	12	1
CCCNC(=O)C[C@@H]1CC[C@@H]2[C@H](COC[C@H](O)CN2C(=O)c2cc(Cl)cc(Cl)c2)O1	-7	1	.	.	3	2	.	13	1
CC(=O)N1Cc2ccccc2CC1C(=O)O (stereo unspecified)	9	1	2	-1	-1	4	-20	-7	0
COc1ccccc1N(CC(=O)N1CCCC1)S(=O)(=O)c1cc([N+](=O)[O-])ccc1Cl	-5	1	11	-4	1	4	-5	10	8

Gathered by group, those above with a CF3 group
SMILES	M5 PAM	CHRM4 agonist	CHRM1 PAM	CHRM1 agonist	M5 ag	CHRM4 antagonist	M1 antag	M5 antag	TAAR1 ag
O=C(Cn1nnc(-c2cccc(C(F)(F)F)c2)n1)N1CCCCCC1	2	3	-4	-4	-6	-2	-18	-3	12
CC(Sc1nnc(-c2ccccc2Br)n1-c1cccc(C(F)(F)F)c1)C(N)=O (stereo unspecified)	6	1	7	-5	0	0	-9	-7	1

Compound activity deposited in PubChem by The Scripps Research Institute Molecular Screening Center.
